# Assay outcomes from PubChem BioAssay.
# RSV antiviral HEp-2 = RSV antiviral activity via CPE protection, HEp-2 cells, primary 10 µM value included (AID 2391) | 310,000 tested, 0.13% active | one-dose CPE inhibition, % at 10 µM; IC50 in µM for titrated hits | HEp-2 cells, RSV-induced CPE inhibition; higher % means a stronger effect; in the data active means a potency from the dose series; inconclusive means CPE inhibition mostly from about 23% at the one dose, without a potency; inactive means the rest, 99 in 100 with CPE inhibition below about 21%; further: strong numbers were not always called active
# West Nile antiviral = West Nile virus antiviral activity, cell-based, CPE readout (AID 1621); West Nile virus-infected cells, CPE inhibition; higher % means a stronger effect; one-dose CPE inhibition, % at 10 µM; IC50 in µM for titrated hits; 290,000 tested, 0.02% active; in the data active means a potency from the dose series; inconclusive means CPE inhibition mostly from about 3.7% at the one dose, without a potency; inactive means the rest, 99 in 100 with CPE inhibition below about 2.2%; further: strong numbers were not always called active
# SV40 large T antigen = SV40 large T antigen inhibitors, biochemical (AID 1903); SV40 large T antigen ATPase/helicase inhibition assay; higher % means a stronger effect; 310,000 tested, 0.39% active; inhibition, % at 20 µM, or IC50 in µM where a hit was titrated; in the data active means a potency from the dose series; inconclusive means inhibition mostly from about 32% at the one dose, without a potency; inactive means the rest, 99 in 100 with inhibition below about 32%; further: strong numbers were not always called active
# MgcRacGAP inhibition = MgcRacGAP GTPase-activating activity inhibitors, confirmation, biochemical, ADP Hunter fluorescence | MgcRacGAP-stimulated Rac1 GTP hydrolysis, ADP Hunter fluorescence; higher % means a stronger effect; GST-tagged Rac1 F28L mutant substrate | Rac GTPase-activating protein 1 (Homo sapiens) | inhibition, % at 30 µM, or IC50 in µM where a hit was titrated | 340,000 tested, 0.6% active | AID 624330, 2012;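 active means first-screen hits whose inhibition reached a set limit at any dose in the follow-up dose series; inconclusive means inhibition above the set first-screen limit but never retested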;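 further: fluorescence reports GDP produced by GAP-driven GTP hydrolysis; strong numbers were not always called active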
# UTI89 phage lysis = inhibition of K1F phage lysis, E. coli UTI89, bacterial capsule biogenesis inhibitors, alamar blue (AID 488966) | E. coli UTI89 K1F phage lysis, alamar blue, 2 h; higher % means a stronger effect | inhibition, % at 100 µM, or IC50 in µM where a hit was titrated | 340,000 tested, 0.02% active;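 active means phage lysis inhibition, versus mean bacterial control, above a set limit; inconclusive means no clear call, values can overlap the other calls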;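 further: capsule biogenesis inhibitors block K1F phage lysis so surviving cells raise fluorescence; higher fluorescence means more inhibition of phage lysis; actives were called in the ten point dose series up to 300 µM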
# NTR1 ag = agonists of NTR1, primary screen, imaging, U2OS cells, beta-arrestin-GFP, high content (AID 493036). Neurotensin receptor type 1 (Homo sapiens), P30989. NTR1-U2OS beta-arrestin-GFP spot imaging, agonist mode. activation, % at 20 µM. 330,000 tested, 0.17% active;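 active means activation at or above 40% of the spot to cytoplasm intensity ratio, with at least 20 cells analyzed; inconclusive means wells under 20 cells, flagged as cytotoxic or low count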;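 further: 0% = DMSO without peptide and 100% = 100 nM NTR1 peptide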
# Target sequence (P30989 whole entry, looked up): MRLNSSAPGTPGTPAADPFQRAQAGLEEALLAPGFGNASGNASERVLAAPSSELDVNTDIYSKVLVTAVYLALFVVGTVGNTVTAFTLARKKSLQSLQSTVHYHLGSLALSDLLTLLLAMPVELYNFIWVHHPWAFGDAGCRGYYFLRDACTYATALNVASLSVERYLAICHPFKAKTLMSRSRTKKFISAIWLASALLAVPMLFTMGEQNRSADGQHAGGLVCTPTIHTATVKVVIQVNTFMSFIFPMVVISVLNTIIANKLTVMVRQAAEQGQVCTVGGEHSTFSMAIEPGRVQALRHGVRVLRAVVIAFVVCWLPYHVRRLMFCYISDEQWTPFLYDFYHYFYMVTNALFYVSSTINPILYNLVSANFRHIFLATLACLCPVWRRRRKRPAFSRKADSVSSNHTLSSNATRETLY
# Dengue-2 NS5 capping = Dengue-2 NS5 methyltransferase inhibitors, primary screen, biochemical, confirmation dose response (AID 588689); Genome polyprotein (Dengue virus type 2 (strain 16681-PDK53)); Dengue-2 NS5 methyltransferase capping enzyme assay, biochemical; higher % means a stronger effect; one-dose inhibition, % at 25 µM; IC50 in µM for titrated hits; 340,000 tested, 0.3% active; in the data active means a potency from the dose series; inconclusive means inhibition above about 29% without an active follow-up result
# T cell HTS = modulators of CD8 T cell-vesicle binding, primary screen, mouse 2C CD8+ T cells, flow cytometry; AID 2052, 2009; calls only at 7 µM; 330,000 tested, 0.068% active; 2C CD8+ T cell-vesicle binding; active compounds read low;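 active means response, share of CD8 T cells binding vesicles, and their 90th percentile fluorescence all below set limits, cut at about 80% in these data, passing the limit was not always enough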
#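 System: murine 2C transgenic CD8+ T lymphocytes; also added: QL9-loaded Drosophila micro-vesicles; times: binding 1.5 h at 37 °C; measured by: flow cytometry, PE anti-B7-1 (FL2) versus Alexa647 anti-CD8 (FL8), PFA-fixed; control set: Peptide-free naked vesicles (low) and QL9 vesicles with 0.7% DMSO vehicle (high)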
# PhoP inhibition = inhibitors of PhoP regulon expression, primary screen, Salmonella Typhimurium, GFP reporter (AID 1863). 300,000 tested, 0.16% active. S. Typhimurium PhoP-regulated promoter GFP reporter, 4 h; higher % means a stronger effect. inhibition, % at 50 µM; hits with a dose series show IC50 in µM;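 active means inhibition over 29.93%, a cutoff 3 SD above the screen mean, later confirmed by dose response; inconclusive means inhibition over 29.93% but no dose response follow-up; inactive means inhibition at most 29.93% or unconfirmed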;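 further: 0% = low Mg2+ inducing control and 100% = high Mg2+ repressing control; strong numbers were not always called active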
# T cell HTS vesicle-bound % = second read-out of T cell HTS, no call of its own (marks repeat the call); double positive events, %; measured here: CD8+ vesicle-bound cell fraction;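 binding gate set so that unloaded-vesicle control wells show 10% double positive cells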
# NTR1 ag cell count 20 µM = recorded beside NTR1 ag, whose call it bears; cell count; measured here: cell count, cytotoxicity flag
# Dengue-2 NS5 capping pilot replicate = second read-out of Dengue-2 NS5 capping, no call of its own (marks repeat the call); inhibition, %; measured here: pilot screen replicate inhibition
# The depositor's hits bear a star; i = inactive; ? = inconclusive; . = not tested or not shown; [ ] = dose if it differs, or a comment. Compounds as they come; overall some 1.5% were active at least once.
SMILES,RSV antiviral HEp-2,West Nile antiviral,SV40 large T antigen,MgcRacGAP inhibition,UTI89 phage lysis,NTR1 ag,NTR1 ag cell count 20 µM,Dengue-2 NS5 capping,T cell HTS,T cell HTS vesicle-bound %,PhoP inhibition,others
CCOC(=O)C(NC(C)=O)(NC(C)C)C(F)(F)F (stereo not given),.,-0.3%,10%,14%,-0.7%,1.5,51,-1%,i,27,-10%,
O=C(COc1ccc(F)cc1F)NNC(=O)Nc1cccc([N+](=O)[O-])c1,-0.2%,-0.8%,?,5%,-0.2%,0.4,71,-7%,i,66,-7%,
Cc1ccc(-c2nc(CN(C)C3CCOC3)c(C)o2)s1 (stereo not given),-0.2%,-0.2%,0%,5%,0.8%,-0.1,29,-5%,i,5,-1%,
O=C(c1ccncc1)c1ccc(N2CCN(C3CC(=O)N(Cc4ccccc4)C3=O)CC2)cc1 (stereo not given),4.3%,0.1%,8%,8%,1.2%[50 µM],2.2,37,-7%,i,16,-11%,
Cc1ccc(NC(=O)CN(C)C(=O)c2cccc(-n3cccc3)c2)cc1,.,.,.,17%,0.9%[50 µM],-0.5,76,-4%,.,.,.,
O=C(CN1C(=O)NC2(CCCCCCC2)C1=O)NC(=O)NCc1ccco1,-0.4%,0.1%,2%,4%,0.1%,-0.6,83,-9%,i,12,-13%,
Cc1cc(S(=O)(=O)N2CCOCC2)ccc1OCC(=O)N1CCCCC1,0.7%,-0.1%,4%,3%,0.3%,2.2,51,-14%,i,36,-8%,
CCCN(Cc1nc2cc(Cl)ccc2c(=O)[nH]1)C(=O)c1ccc(S(=O)(=O)N2CCCC2)cc1,-0.3%,.,.,6%,-0.1%[50 µM],2.3,62,1%,i,5,.,
Cn1c(=O)c2ccccc2n(Cc2cccc(F)c2)c1=O,4.8%,-1.8%,22%,0%,0.6%,0.6,63,-4%,i,18,-4%,
O=C(CCNC(=O)c1ccc([N+](=O)[O-])cc1)NCc1cccs1,.,.,.,-7%,1.3%,0.0,41,4%,i,13,.,
CCSc1nc2ccc(N3C(=O)C4C5C=CC(C5)C4C3=O)cc2s1 (stereo not given),4.1%,-1.1%,6%,-2%,0.5%,1.6,33,-1%,i,28,-11%,
COc1ccccc1C(=O)NC(CCSC)C(=O)NNC(=O)c1ccc(F)cc1 (stereo not given),0.7%,0.3%,4%,12%,0.7%,-0.3,48,-4%,i,11,11%,
CCn1cc(CN2CCC(C(=O)Nc3cccc(-c4cccc(OC)c4)c3)CC2)c(C)n1,-0.2%,-0.4%,5%,4%,0.1%,0.0,79,3%,i,65,-3%,
Cc1ccccc1CSCCNC(=O)CCSc1ccccc1,0.9%,0.0%,9%,3%,0.7%,-2.1,104,-3%,i,30,5%,Dengue-2 NS5 capping pilot replicate=-2.1
N#C/C(=C\c1ccc(N2CCCCC2)o1)C(N)=O,-4.2%,0.3%,24%,22%,-0.8%,-2.8,39,-97%,i,55,-3%,
COCCCn1c(=O)c2sccc2n2c(CCCC(=O)NCc3ccccc3)nnc12,2.7%,0.0%,16%,11%,3.2%,-1.5,70,-5%,i,40,-10%,
O=C(c1n[nH]c2ccccc12)N1CCN(S(=O)(=O)c2ccc3ccccc3c2)CC1,?,-0.1%,17%,4%,0.0%,-4.4,71,-5%,i,37,11%,
CC(C)c1ccc(S(=O)(=O)/N=C2/C=C(Sc3ncn[nH]3)C(=O)c3ccccc32)cc1,-1.1%,-1.6%,?,-6%,-5.5%,.,.,6.9µM*,i,50,?,
COCCCn1c(C(C)C)nc2oc3cc(OC)ccc3c(=O)c2c1=O,-0.6%,-0.5%,5%,11%,0.1%,-4.1,101,-1%,i,14,2%,Dengue-2 NS5 capping pilot replicate=-3.6
CC(C)Oc1ccc(N2CC(C(=O)Nc3ccc(N4CCOCC4)cc3)CC2=O)cc1 (stereo not given),4.1%,-0.2%,19%,7%,-0.1%,1.0,48,-1%,i,51,8%,
CCCc1cc(=O)oc2cc(C)cc(OCC(=O)N[C@@H](CSCc3ccccc3)C(=O)O)c12,-0.4%,-0.1%,5%,6%,-0.3%,-0.9,81,2%,i,42,-4%,
c1ccc(-c2nnc(-c3c[nH]c4ccccc34)nc2-c2ccccc2)cc1,15%,0.9%,16%,5%,0.3%[50 µM],28,55,-2%,i,40,-3%,
O=C(Cn1c(CO)nc2ccccc21)NCc1ccc2c(c1)OCO2,-0.4%,-0.3%,7%,0%,0.1%,0.4,64,0%,i,20,-8%,
COc1ccc(C2CC(c3ccccc3)Nc3nc(NC(=O)c4ccco4)nn32)cc1 (stereo not given),1.1%,0.1%,14%,7%,-0.2%,-0.4,44,3%,i,55,2%,
COc1cccc2c1OC1(C)CC2N(C(=O)c2ccco2)C(=S)N1c1ccc(F)cc1 (stereo not given),12%,-0.5%,1%,6%,0.3%,-0.4,80,-11%,i,3,2%,
CC1CCCC(C)N1C(=O)CSc1nc2c(c(=O)n(C)c(=O)n2C)n1C (stereo not given),-0.1%,-0.8%,-1%,7%,0.1%,-1.5,66,1%,i,6,1%,
CCCCC1CCC(C(=O)OCC(=O)N(CCOC)c2c(N)n(Cc3ccccc3)c(=O)[nH]c2=O)CC1 (stereo not given),0.0%,.,5%,1%,0.8%[50 µM],1.9,79,-5%,i,55,-1%,
Cc1cccc(/C=N/NC(=O)C2CCCNC2=O)c1 (stereo not given),2.0%,0.5%,6%,11%,2.9%,3.3,42,0%,i,53,-5%,
O=C(CCN1C(=O)c2ccccc2C1=O)NC(=S)Nc1cccc(Cl)c1,-0.2%,0.4%,8%,2%,2.5%,-1.5,89,-5%,i,31,-4%,
COc1ccc(-c2cc(=O)oc3cc(OC(C)C(=O)NCC4CCC(C(=O)O)CC4)ccc23)cc1 (stereo not given),2.2%,0.1%,.,2%,-5.3%,-1.7,92,-4%,i,53,.,
CCCCNC(=S)NNC(=O)CCn1cc(C)cn1,0.6%,-0.2%,14%,-6%,-3.2%,-0.5,41,-4%,i,32,-2%,
C/C(=N\NS(=O)(=O)c1ccc(C)cc1)c1ccc(C)o1,2.4%,-0.2%,18%,6%,-1.5%,-0.3,55,-9%,i,61,1%,
Cc1nn(Cc2c(F)c(F)c(F)c(F)c2F)c(C)c1NC(=O)c1ccc(COc2ccccc2Cl)o1,18%,.,1%,-7%,0.9%,4.5,61,-1%,i,34,6%,
CCc1ccc(-c2cc(C)no2)cc1S(=O)(=O)N1CCN(c2cccc(C)c2C)CC1,6.5%,0.1%,9%,12%,0.4%,0.6,58,-2%,i,9,-10%,
CC1(C)CC[C@]2(CO)CC[C@]3(C)C(=CCC4[C@@]5(C)CC[C@H](O)[C@@](C)(CO)C5CC[C@]43C)[C@@H]2C1 (stereo not given in full),.,.,.,8%,0.4%,7.6,67,0%,i,7,.,
Cc1n[nH]c(C)c1S(=O)(=O)Nc1ccc2c(c1)OCCO2,3.1%,0.6%,3%,10%,0.1%,0.6,52,-6%,i,26,-15%,

# Of the compounds above, these have a thiophene ring, fused or not:
SMILES,RSV antiviral HEp-2,West Nile antiviral,SV40 large T antigen,MgcRacGAP inhibition,UTI89 phage lysis,NTR1 ag,NTR1 ag cell count 20 µM,Dengue-2 NS5 capping,T cell HTS,T cell HTS vesicle-bound %,PhoP inhibition,others
Cc1ccc(-c2nc(CN(C)C3CCOC3)c(C)o2)s1 (stereo not given),-0.2%,-0.2%,0%,5%,0.8%,-0.1,29,-5%,i,5,-1%,
O=C(CCNC(=O)c1ccc([N+](=O)[O-])cc1)NCc1cccs1,.,.,.,-7%,1.3%,0.0,41,4%,i,13,.,
COCCCn1c(=O)c2sccc2n2c(CCCC(=O)NCc3ccccc3)nnc12,2.7%,0.0%,16%,11%,3.2%,-1.5,70,-5%,i,40,-10%,

# Later entries:
SMILES,RSV antiviral HEp-2,West Nile antiviral,SV40 large T antigen,MgcRacGAP inhibition,UTI89 phage lysis,NTR1 ag,NTR1 ag cell count 20 µM,Dengue-2 NS5 capping,T cell HTS,T cell HTS vesicle-bound %,PhoP inhibition,others
CCC(Oc1ccccc1)C(=O)Nc1ccccc1C(=O)N1CCOCC1 (stereo not given),0.6%,0.3%,13%,-3%,-0.5%[50 µM],0.3,51,0%,i,6,-1%,
Cc1ccc(-n2nc(C)c3c(C)c(CCC(=O)NCCCOC(C)C)c(C)nc32)cc1,?,-0.9%,6%,5%,1.0%[50 µM],4.1,89,-4%,i,25,-7%,
Cc1cccc(OCC(=O)O/N=C(\N)c2ccc(Cl)cc2)c1,-0.6%,-0.8%,2%,-7%,-0.2%,0.2,64,-3%,i,44,-9%,
CN1/C(=C\C(=O)COC(=O)c2ccc(O)c(O)c2)C(C)(C)c2ccccc21,11%,-0.2%,?,.,.,2.5,52,.,i,59,-1%,
CC1CCN(S(=O)(=O)c2ccc(C(=O)Nc3ccccn3)cc2)CC1,8.9%,.,9%,6%,0.7%[50 µM],0.3,74,6%,i,6,0%,

# Compounds above containing an aryl thioether with sulfur outside any ring, in the order listed:
SMILES,RSV antiviral HEp-2,West Nile antiviral,SV40 large T antigen,MgcRacGAP inhibition,UTI89 phage lysis,NTR1 ag,NTR1 ag cell count 20 µM,Dengue-2 NS5 capping,T cell HTS,T cell HTS vesicle-bound %,PhoP inhibition,others
CCSc1nc2ccc(N3C(=O)C4C5C=CC(C5)C4C3=O)cc2s1 (stereo not given),4.1%,-1.1%,6%,-2%,0.5%,1.6,33,-1%,i,28,-11%,
Cc1ccccc1CSCCNC(=O)CCSc1ccccc1,0.9%,0.0%,9%,3%,0.7%,-2.1,104,-3%,i,30,5%,Dengue-2 NS5 capping pilot replicate=-2.1
CC(C)c1ccc(S(=O)(=O)/N=C2/C=C(Sc3ncn[nH]3)C(=O)c3ccccc32)cc1,-1.1%,-1.6%,?,-6%,-5.5%,.,.,6.9µM*,i,50,?,
CC1CCCC(C)N1C(=O)CSc1nc2c(c(=O)n(C)c(=O)n2C)n1C (stereo not given),-0.1%,-0.8%,-1%,7%,0.1%,-1.5,66,1%,i,6,1%,
